KCNQ1 pot: human KCNQ1 channel potentiation or activation. CHO-K1 KCNQ1, thallium flux FluxOR fluorescence; hits give high values. B-score at 10 µM. hit rate 0.35% among 310,000;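 active = fluorescence ratio B-score, a plate-corrected score, at least three library SD, with initial intensity B-score within 5 SD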
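Assay system: CHO-K1 cells stably expressing KCNQ1; Medium: assay buffer with matched DMSO; Also added: K+/Tl+ depolarizing stimulus; Dosing: single dose; Timing: dye 90 min, compound 20 min, room temperature; Measured by: kinetic FluxOR thallium fluorescence, 10-s 1-Hz baseline, 110-s post-stimulus read; Read-out: peak-minus-minimum fluorescence over initial fluorescence, negative-control normalized, B-scored.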
KCNQ1 inh: human KCNQ1 channel inhibition. hit rate 1.3% among 310,000. B-score at 10 µM. CHO-K1 KCNQ1, FluxOR thallium flux fluorescence; hits give high values. AID 2642. P51787;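 active = compounds whose thallium flux B-score, printed positive for inhibition, exceeds three library SD while starting fluorescence stays within three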;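 note: channel opened by potassium depolarization with thallium stimulus after 20 min compound exposure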
GSK3beta inhib: inhibitors of human GSK3beta kinase | activity score (negative = inhibition), % at 10 µM | AID 2097 | GST-GSK3beta kinase, ADP-Glo luminescence, 60 min; hits give low values | hit rate 0.038% among 300,000;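 active = more than half of replicate wells score below -50%, meaning over 50% inhibition versus plate controls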;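 note: 0% = median DMSO wells and -100% = median GW8510 positive control wells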
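Test system: GST-fused GSK3beta enzyme, cell-free | Quantity: 1.6 ng GST-GSK3beta enzyme per well | Reagent: 25 µM ATP with peptide substrate | Schedule: 60 min enzyme reaction, room temperature | Signal: Luminescent ADP-Glo measurement of ADP formed | Read-out basis: Score relative to plate controls | Control set: DMSO and 20 µM GW8510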
DYRK1A inh: inhibitors of rat Dyrk1A kinase; inhibition, % at 12.5 µM; ADP-Glo luminescence, NFATc1 peptide; hit rate 0.43% among 310,000; in the data active = inhibition above about 50%;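 note: plate controls were vehicle with enzyme for no effect and no enzyme for full effect; many of its hits are not listed in these tables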
RGS4 inh: inhibitors of human RGS4 | P49798 | HEK293 M3R/RGS4 inducible, Fluo-4 calcium flux; hits give high values; triggered by carbachol at its EC20 | B-score at 10 µM | hit rate 0.45% among 310,000 | AID 463165;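 active = B-score, a plate-corrected calcium signal, over three deviations above library mean, with baseline fluorescence within five deviations of library mean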;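 note: RGS4 expression induced by doxycycline in cells with stable M3 receptor; B-score is computed from the integrated fluorescence ratio over baseline after carbachol; higher B-score means a larger calcium signal and so more RGS4 inhibition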
Target sequence (P49798 whole entry, looked up): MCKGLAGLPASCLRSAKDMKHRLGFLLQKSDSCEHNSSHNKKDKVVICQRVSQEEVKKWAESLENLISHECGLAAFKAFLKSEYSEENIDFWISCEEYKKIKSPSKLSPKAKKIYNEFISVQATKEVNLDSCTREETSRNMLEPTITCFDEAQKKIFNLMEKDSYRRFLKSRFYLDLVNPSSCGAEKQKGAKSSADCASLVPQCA
hERG rescue: compounds protecting human hERG from proarrhythmic drug block; activation (rescue from dofetilide block), less the hit threshold, % at 10 µM; hit rate 0.51% among 310,000; CHO-hERG, FluxOR thallium flux, dofetilide IC70 present; Q12809;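 active = activation above the mean of controls blocked by dofetilide plus 5 SD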;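 note: thallium influx through hERG after potassium depolarization seen as dye fluorescence rise; in these data hits start at about 4.7%; inactives centre near -7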
PolyA inh: yeast polyadenylation inhibition. S. cerevisiae SKY197-pL101 polyadenylation reporter, beta-gal luminescence; efflux-impaired pdr1/pdr3 knockout yeast; score 100 = 6 SD above DMSO. calls only at 12 µM. hit rate 0.02% among 300,000. AID 1875;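 active = lowest replicate activity score at least 50, where 100 means six control SD above control mean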;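 note: yeast exposed to compound for 9 h at 30 °C; higher score means more reporter readthrough which indicates perturbed polyadenylation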
GSK3A inh: inhibitors of human GSK-3 alpha kinase; hit rate 0.1% among 320,000; AID 2650; inhibition, % at 10 µM; ADP-Glo luminescence, 60 min; P49840;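 in the data active = inhibition above about 50%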;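 note: GST-tagged GSK-3 alpha with peptide substrate and 25 µM ATP; 0% = DMSO neutral wells and 100% = GW8510 positive control wells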
Target sequence (P49840 whole entry, looked up): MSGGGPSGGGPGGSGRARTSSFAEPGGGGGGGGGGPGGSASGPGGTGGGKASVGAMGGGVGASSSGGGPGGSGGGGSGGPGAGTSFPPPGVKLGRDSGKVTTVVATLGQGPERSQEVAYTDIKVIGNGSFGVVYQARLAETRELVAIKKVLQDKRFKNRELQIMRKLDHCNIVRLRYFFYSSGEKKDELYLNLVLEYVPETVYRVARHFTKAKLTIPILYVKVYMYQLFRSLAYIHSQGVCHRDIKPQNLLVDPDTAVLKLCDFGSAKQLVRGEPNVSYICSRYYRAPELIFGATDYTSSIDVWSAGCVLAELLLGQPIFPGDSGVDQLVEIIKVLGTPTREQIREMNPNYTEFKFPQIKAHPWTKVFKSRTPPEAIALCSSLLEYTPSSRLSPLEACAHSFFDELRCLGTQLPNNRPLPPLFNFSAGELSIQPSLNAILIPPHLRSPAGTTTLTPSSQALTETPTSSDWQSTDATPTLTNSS
KCNK9 inh: blocks the human KCNK9 two-pore domain potassium channel | Q9NPC2 | HEK293 KCNK9, FluxOR thallium flux fluorescence; hits give low values | B-score at 10 µM | hit rate 1.2% among 310,000 | AID 488922;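 active = ratio B-score over 3 SD below the library mean, with starting fluorescence within 5 SD of its mean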;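 note: negative B-score means less thallium flux so channel inhibition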
KCNK3 block: human KCNK3 channel inhibition, primary screen; CHO-KCNK3 thallium flux, FluxOR fluorescence; hits give low values; B-score at 10 µM; hit rate 0.84% among 340,000; AID 602410;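 active = B-score under library mean minus 4 SD, starting fluorescence ratio at most library mean plus 5 SD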;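 note: more negative B-score means stronger inhibition of thallium flux through KCNK3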
RGS4 act: RGS4 potentiation or activation; HEK293 M3R/inducible RGS4, carbachol calcium flux Fluo4; hits give low values; B-score at 10 µM; hit rate 0.92% among 310,000;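 active = B-score of the integrated calcium signal more than 4 SD below the library mean, with starting fluorescence not abnormally high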;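 note: negative B-score means reduced calcium response which marks RGS4 activation or potentiation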
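Material: M3R-expressing HEK293 line, RGS4 induced by doxycycline | Schedule: Overnight RGS4 induction, 30 min dye load 37 °C, 20 min compound RT | Measured by: Fluo4 fluorescence kinetic imaging of calcium | Read-out: Integrated calcium ratio converted to B score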
Active calls of the source: *; i = inactive; · = no result given. This is a subset; count on the stated rates, not on these rows.

compound	KCNQ1 pot	KCNQ1 inh	GSK3beta inhib	DYRK1A inh	RGS4 inh	hERG rescue	PolyA inh	GSK3A inh	KCNK9 inh	KCNK3 block	RGS4 act
Cc1cccn2c(=O)c3cc(C(=O)NCCC4=CCCCC4)n(C)c3nc12	i	i	-10.3	-1.1	i	-7.1	i	-1.3	i	i	i
C=CCN1C(=O)c2ccccc2NC1c1cc(Br)cs1 (stereo not drawn)	i	i	·	1.4	i	-11.6	i	0.2	i	i	i
O=C(COc1cccc(Cl)c1)Nc1ccc(N2CCOCC2)cc1	i	i	3.9	-11.3	i	-2.7	i	-0.3	i	i	i
COc1ccc(-c2cn3cc(C)ccc3n2)cc1OC	i	i	-3.7	2.9	i	-0.4	i	-0.6	i	i	i
O=C(NCCc1ccc(F)cc1)c1n[nH]c2ccccc12	i	i	-10.7	42.7	i	-3.9	i	4.9	i	i	i
Cc1ccc(-c2cc(C(=O)Nc3cc(C)on3)c3ccccc3n2)c(C)c1	i	i	-1.0	1.5	i	-9.3	i	-0.9	i	i	i
CC(C)CN(C#N)c1nc(N2CCOCC2)nc(N2CCOCC2)n1	i	i	25.2	6.0	i	1.2	i	-2.5	i	i	i
Cc1ccc(NC(=O)NC(=O)c2ccccc2)cc1F	i	i	-5.8	-3.4	i	-2.5	i	0.2	i	i	i
O=C(c1ccc(F)c(S(=O)(=O)N2CCOCC2)c1)N(CCc1ccccc1)Cc1ccccc1	i	i	2.7	10.5	i	-9.7	i	-1.2	i	i	i
Cc1cccc(N2C(=O)CS/C2=N\NC(=O)c2ccc(Cl)cc2)c1C	i	i	3.2	-9.4	i	-0.8	i	2.9	i	i	i
Nc1nc(SCC(=O)Nc2ccc(OCc3ccccc3)cc2)n[nH]1	i	i	0.3	17.3	i	-11.8	i	-0.3	i	i	i
COc1cc(NS(=O)(=O)c2ccc(NC(=O)c3ccc(F)cc3)cc2)ncn1	i	i	-3.1	8.9	i	-5.3	i	1.3	i	i	i
Cc1cc(S(=O)(=O)N2CCOCC2)ccc1OCC(=O)Nc1ccc(Br)cc1F	i	i	1.7	-3.3	i	-5.4	i	1.2	i	i	i
c1ccc(Cc2noc(CN3CCN(Cc4ccc5c(c4)OCO5)CC3)n2)cc1	i	i	-0.9	-1.6	i	-11.4	i	-2.8	i	i	i
CCc1cccc(OCCCCNCCCOC)c1	i	i	-2.9	-0.5	i	-1.6	i	-4.5	i	i	i
CCCCNC(=O)CSc1nc2c(sc(=S)n2-c2cc(Cl)ccc2OC)c(=O)[nH]1	i	i	2.8	1.7	i	-2.8	i	-5.5	i	i	i
COc1ccc(CNC(=O)CCSc2ccc(F)cc2)cc1OC	i	i	1.5	3.0	i	-4.5	i	2.6	i	i	i
Cn1c(=O)c2c(nc(Oc3cccc(Br)c3)n2C)n(C)c1=O	i	i	2.7	·	i	-2.8	·	4.2	i	i	i
COc1ccc(OC)c(NC(=O)CCN2CCN(CCO)CC2)c1	i	i	0.3	-2.2	i	-7.2	i	-3.8	i	i	i
Cc1cc(F)ccc1S(=O)(=O)N1CCCOC1CNC(=O)C(=O)NCCC1=CCCCC1 (stereo not drawn)	i	i	4.3	3.5	i	-4.2	i	0.1	i	i	i
COc1ccc2c(c1OC)C(=O)N1c3ccccc3C(=O)N(c3ccc(F)cc3)C21 (stereo not drawn)	i	i	-18.7	7.4	i	-6.1	i	-0.3	i	i	i
CCOC(=O)c1ccc(NC(=O)CSc2ccc(-c3ccncc3)nn2)cc1	i	i	-0.3	-4.1	i	-7.8	i	-3.5	i	i	i
CCOc1ccc(NC(=O)CN2CCc3ccccc3C2)cc1	i	i	-0.7	3.4	i	-11.3	i	-0.6	i	i	i
O=c1c2ccccc2[nH]c(=S)n1CCCn1ccnc1	i	i	2.4	4.6	i	-8.6	i	-1.0	i	i	i
COc1ccc(-c2nn(-c3ccccc3)cc2CNCc2cccnc2)c(F)c1	i	i	-1.4	·	i	-18.8	i	2.0	i	i	i
CCOC(=O)/C=C/C(=O)OCc1csc(CC(=O)Nc2ccccc2C)n1	i	i	0.8	-2.5	i	-8.1	i	1.8	i	i	i
Cc1cccc(C(=O)NCCNC(=O)c2cccnc2)c1	i	i	-3.4	6.7	i	-4.9	i	-0.4	i	i	i
CC(=O)NC(CC(=O)OCC(=O)Nc1ccc2c(c1)OCO2)c1ccccc1 (stereo not drawn)	i	i	1.5	1.4	i	-5.3	i	-0.1	i	i	i
Cc1ccc(-n2nnnc2Sc2nc([N+](=O)[O-])nn2C)cc1	i	i	1.1	-2.2	i	-8.3	i	-0.2	i	i	i
COc1ccc([N+](=O)[O-])cc1-n1cccc1	i	i	-1.9	0.1	i	-0.9	i	-0.8	i	i	i
CCSc1nnc(NC(=O)C(C)Sc2nc3ccccc3[nH]2)s1 (stereo not drawn)	i	i	4.9	7.2	i	-12.2	i	-1.7	i	i	i
CCOC(=O)C1CCCN(C(=O)CCCOc2cc(=O)n(C)c3ccccc23)C1 (stereo not drawn)	i	i	2.3	7.7	i	-5.9	i	-2.0	i	i	i
CCOc1ccccc1CN1CCNC(=O)C1CC(=O)NCCC1=CCCCC1 (stereo not drawn)	i	i	1.5	-0.1	i	-3.5	i	-1.9	i	i	i
CCOC(=O)N1CCN(c2ccc(S(=O)(=O)N(Cc3ccccc3)Cc3ccccc3)cn2)CC1	i	i	3.8	2.9	i	-17.8	i	·	i	i	i
CCOc1ccc(N2CC(=O)SC2=S)cc1	i	i	0.1	0.7	i	-10.2	i	-4.1	i	i	i
COC(=O)c1cc(NC(=O)c2cccc(C(F)(F)F)c2)c(=O)oc1C	i	i	-2.1	-2.8	i	-6.2	i	1.2	i	i	i
Cc1ccc(-n2ccn(CC(=O)NCCc3ccccc3)c(=O)c2=O)cc1C	i	i	-2.5	-8.3	i	-6.8	i	-1.0	i	i	i
O=C(CSc1nnc(NC(=O)c2ccco2)s1)Nc1ccc2c(c1)OCCO2	i	i	0.0	·	i	-13.9	i	-1.0	i	i	i
CCOC(=O)c1sc(NC(=O)c2cc3c(s2)CCC(C)C3)nc1C (stereo not drawn)	i	i	1.3	0.1	i	-13.5	i	1.8	i	i	i
COc1nc(OC)nc(N2CCC(C(=O)NC3CC3)CC2)n1	i	i	0.3	-3.1	i	-2.5	i	-0.9	i	i	i
COc1ccc(Cn2c(CCC(=O)Nc3ccc(CC#N)cc3)nc3cccnc32)cc1	i	i	2.0	0.2	i	-5.8	i	0.9	i	i	i
COc1ccc(C(=O)NC(=S)Nc2ccc3[nH]c(=O)[nH]c3c2)c(OC)c1	i	i	4.8	3.0	i	-5.6	i	-4.1	i	i	i
O=C(c1cccc2nccnc12)N1CCCC(Nc2ccc(F)c(F)c2)C1 (stereo not drawn)	i	i	-2.3	-3.7	i	-6.3	i	-0.4	i	i	i
C=CCSc1nn2c(=O)c3ccccc3nc2s1	i	i	1.7	7.5	i	-2.9	i	0.1	i	i	i
NC(=O)CC[C@@H]1NC(=O)[C@H](CO)NC(=O)c2cc([N+](=O)[O-])cc(I)c2OCC[C@@H](C(N)=O)NC1=O	i	i	-4.0	17.3	i	-1.0	i	-2.2	i	i	i
O=C1CC(NNc2nc3ccccc3s2)C(=O)N1c1ccccc1 (stereo not drawn)	i	i	-3.2	1.0	i	-5.3	i	0.5	i	i	i
CC(=O)NC(=S)NNC(=O)COc1ccc([N+](=O)[O-])cc1	i	i	-3.1	3.3	i	-10.3	i	1.7	i	i	i
COc1ccc(NC(=S)Nc2ccc(S(N)(=O)=O)cc2)c(C)c1	i	i	1.8	-0.6	i	-4.0	i	-0.7	i	i	i
Cc1cccc(CSCc2ccc(C(=O)NCC3CCCO3)o2)c1 (stereo not drawn)	i	i	1.5	-3.7	i	-12.8	i	-2.3	i	i	i
O=C(O)c1ccc(-n2c(-c3ccc(Br)cc3)n[nH]c2=S)cc1	i	i	-1.2	5.7	i	-9.3	i	·	i	i	i
c1cn(-c2ncnc3sc4c(c23)CCCC4)cn1	i	i	-3.0	9.7	i	-13.2	i	5.6	i	i	i
O=C(/C=C\Nc1ccc2c(c1)OCO2)c1ccc2c(c1)OCO2	i	i	-0.1	-14.6	i	-6.0	i	0.1	i	i	i
COc1ccc2c(c1)c(C(=O)N/N=C/c1cccs1)c(C)n2C	i	i	2.1	-1.8	i	-9.8	i	-0.5	i	i	i
Cc1ccc(C)n1-c1cccc(C(=O)Nc2ccccc2)c1	i	i	-2.5	-4.3	i	-10.3	i	1.6	i	i	i
COc1ccc(Cl)cc1NC(=O)C1CC(c2c(F)cccc2Cl)=NO1 (stereo not drawn)	i	i	-2.4	·	i	-3.9	i	-2.7	i	i	i
Cc1ccc(C(=O)Nc2ccccc2OC(F)F)cc1	i	i	16.2	5.4	i	-6.2	i	-1.9	i	i	i
COc1cccc(CC2(CO)CCCN(Cc3nc(-c4cccs4)oc3C)C2)c1 (stereo not drawn)	i	i	0.8	11.2	i	-16.5	i	4.7	i	i	i
CCN(CC(=O)Nc1ccccc1C(F)(F)F)C(=O)c1ccc2[nH]c3c(c2c1)CC(C)CC3 (stereo not drawn)	i	i	-2.3	16.5	i	-5.1	i	-1.1	i	i	i
O=C(CN1CCCCC1)N/N=C/c1cccc(C(F)(F)F)c1	i	i	2.1	13.1	i	-0.8	i	-3.6	i	i	i
CC1CCCCC1NC(=O)CN1CCC(NC(=O)c2ccc([N+](=O)[O-])cc2)CC1 (stereo not drawn)	i	i	-0.6	-6.3	i	-2.2	i	-1.6	i	i	i

Compound activity as filed in PubChem BioAssay.
